# Screens from PubChem BioAssay.
# Casp6 inh = inhibitors of human caspase-6; purified caspase-6, Z-VEID-R110 cleavage fluorescence; inhibition, % at 12.5 µM; 350,000 compounds, 0.53% hits;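 active means mean inhibition across replicates at least about 35%, with every replicate also reaching that limit, limit read from the data; inconclusive means only one of the two criteria met; inactive means neither criterion met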;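 further: 0% = median of neutral control wells and 100% = no fluorescence left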
# Target sequence (P55212 24-179 limits assumed): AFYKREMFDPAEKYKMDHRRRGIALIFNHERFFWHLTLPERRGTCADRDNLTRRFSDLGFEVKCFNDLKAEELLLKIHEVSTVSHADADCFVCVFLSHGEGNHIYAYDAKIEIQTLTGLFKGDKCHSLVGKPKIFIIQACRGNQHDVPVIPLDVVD
# Target sequence (P55212 194-293 limits assumed): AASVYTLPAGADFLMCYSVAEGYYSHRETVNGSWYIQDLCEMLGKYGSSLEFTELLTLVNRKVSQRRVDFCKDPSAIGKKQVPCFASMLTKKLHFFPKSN
# LGR2 antag = inhibitors of bursicon-induced Drosophila LGR2 receptor cAMP signaling; 380,000 compounds, 0.35% hits; inhibition, % at 9.99 µM; AID 720647; HEK293 LGR2, CRE-luciferase, bursicon-stimulated, 4 h;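 active means drop in luminescence signal, shown as inhibition above about 50% in the replicate tests, limit read from the data, passing the limit was not always enough; inconclusive means probably only some replicates passing the limit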;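 further: agonist challenge used bursicon conditioned medium at about half maximal strength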
# FN deposition inh = fibronectin deposition inhibition. AH1F fibroblasts, Alexa488-fibronectin deposition fluorescence, overnight. inhibition, % at 12.6 µM. 350,000 compounds, 0.086% hits. AID 743247;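 active means mean inhibition across replicates of 30% or more, regardless of how many single replicates reach that level; inconclusive means mean under 30% yet at least half of replicates reach 30%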;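 further: positive control wells lacked labelled fibronectin entirely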
#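 Assay system: AH1F fibroblast monolayer, labelled fibronectin deposition. Amount: 10000 cells per well. Also added: labelled fibronectin 24 nM. Compound: single-point pinned compound. Incubation: cell attachment 1 h, compound and FN exposure overnight. Detection: fluorescence after three HBSS washes, excitation 485 nm, emission 525 nm. Read-out: inhibition of fibronectin deposition signal.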
# esBAF inh = SWI/SNF esBAF complex inhibition. mouse ES cells, Bmi1-luciferase knock-in reporter, 24 h; 100% = twice the neutral-well signal. reporter increase, % at 12.5 µM. 350,000 compounds, 2% hits; in the data active means activation above about 40%; inconclusive means no clear call, values can overlap the other calls;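 further: 0% = median of the plate's neutral control wells and 100% = double that signal; a rise in the Bmi1 reporter signal indicates esBAF inhibition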
# S100A4 MyoIIA = blocks human S100A4 binding to myosin IIA peptide. P26447. S100A4/TAMRA-MyoIIA peptide fluorescence polarization. inhibition, % at 10.7 µM. 360,000 compounds, 0.14% hits. AID 652163;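 active means mean inhibition of at least 70% across replicates, with every replicate also reaching that level; inconclusive means mean inhibition reaches 70% but some replicates fall short; inactive means mean inhibition below 70%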
# Target sequence (P26447 whole entry, looked up): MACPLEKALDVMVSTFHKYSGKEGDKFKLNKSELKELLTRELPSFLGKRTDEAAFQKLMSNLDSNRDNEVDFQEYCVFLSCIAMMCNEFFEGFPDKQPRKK
#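 Material: S100A4 monomer protein / Buffer or medium: 50 mM HEPES pH 7.2, 10 mM CaCl2, 100 mM KCl / Times: 5 min incubation before reading / Benchmarks: neutral control DMSO, positive control TFP / Reagent: labelled myosin peptide probe, 5 nM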
# Statin myotox sup = suppression of simvastatin myotoxicity; rescue of ATP level, % at 7.49 µM; C2C12 myotubes + simvastatin, ATP luminescence, 48 h; scaled: DMSO 0, geranylgeraniol control 100; 330,000 compounds, 0.78% hits;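 active means mean ATP rescue above about 67%, or every replicate alone reaching that limit, limit read from the data, passing the limit was not always enough; inconclusive means no clear call, values can overlap the other calls; inactive means mean under the limit and some replicate under it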;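 further: myotubes were challenged with 10 µM simvastatin during compound exposure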
# SIRT5 inh = blocks human SIRT5 desuccinylation of peptide. AID 652115. 330,000 compounds, 1.1% hits. inhibition, % at 15 µM. Q9NXA8. Purified SirT5, succinyl-peptide AMC, trypsin-coupled fluorescence; in the data active means inhibition above about 15%; inconclusive means no clear call, values can overlap the other calls
# Target sequence (Q9NXA8 whole entry, looked up): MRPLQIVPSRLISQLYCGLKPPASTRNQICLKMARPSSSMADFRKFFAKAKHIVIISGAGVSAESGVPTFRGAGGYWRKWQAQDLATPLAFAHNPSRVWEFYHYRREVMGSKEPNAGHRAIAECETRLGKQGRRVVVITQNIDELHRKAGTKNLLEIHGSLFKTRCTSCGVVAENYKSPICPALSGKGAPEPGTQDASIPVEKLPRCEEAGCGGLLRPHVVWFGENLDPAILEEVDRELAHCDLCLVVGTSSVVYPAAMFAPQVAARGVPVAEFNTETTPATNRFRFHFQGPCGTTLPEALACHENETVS
# Numbers without * were called inactive; ? = inconclusive; . = no result given; & = joins results of further samples.
# Each structure is followed by: Casp6 inh	LGR2 antag	FN deposition inh	esBAF inh	S100A4 MyoIIA	Statin myotox sup	SIRT5 inh
> COc1cc(/C=C(\C#N)C(=O)NC2CCCCC2)ccc1OCc1ccc(C(=O)O)cc1
→ 3	.	-2	10	1	2	4
> O=C1NC(=S)SC1=Cc1ccc2c(c1)OCO2
→ -2	-35	13	.	1	-6	-1
> C=CCNC(=O)CNS(=O)(=O)c1ccc(F)cc1
→ -2	.	.	-5	2	6	18*
> Cn1c(Cc2ccccc2)nnc1SCC(=O)Nc1cccc(S(=O)(=O)NC2=NCCCCC2)c1
→ 3	-26	3	-8	1	7	12
> COC(=O)c1cnc(N2CCCN(S(=O)(=O)c3ccccc3)CC2)nc1C(F)(F)F
→ 1	-16	7	.	-2	.	-3
> CCSc1c([N+](=O)[O-])c(=O)n(-c2ccccc2)c2ccccc12
→ -2	2	-1	0	0	-1	-2
> O=C(COc1ccc(Cl)cc1Cl)Nc1ccccc1NS(=O)(=O)c1cccs1
→ 0	-31	1	32	-1	-3	0
> CN(CC(=O)OCC(=O)NC(=O)c1cccn1C)S(=O)(=O)c1ccc(Cl)cc1
→ .	-21	.	3	.	7	.
> COc1cccc(/C=N/Nc2nnc3c(n2)[nH]c2ccccc23)c1OC
→ 4	-26	4	.	-4	.	-1
> Cc1ccsc1C(=O)N1CCC1(C)C(=O)NCc1cccc2ccccc12 (stereo not drawn)
→ .	-1	8	2	5	-3	2
> C[C@H](CO)N1C[C@H](C)[C@@H](CN(C)S(=O)(=O)c2ccccc2)Oc2ccc(NC(=O)Cn3cnnn3)cc2CC1=O
→ 1	27	.	-4	2	-24	3
> CCCCn1c(SCC(=O)NCc2ccco2)nc2ccc(N3CCOCC3)cc2c1=O
→ .	.	2	11	.	-1	.
> COc1ccc(NC(=S)NC(=O)c2cc3ccccc3o2)c(OC)c1
→ 2	-1	.	28	-1	-3	-4
> CCn1cc(-c2cc(C(=O)O)on2)c(C)n1
→ 2	-4	-7	.	-3	.	-3
> C[C@H]1CN([C@@H](C)CO)C(=O)c2cc(C#CC(C)(C)O)cnc2O[C@H]1CN(C)Cc1cccc(F)c1
→ .	1	-6	-10	.	-4	.

# Further entries:
# Each structure is followed by: Casp6 inh	LGR2 antag	FN deposition inh	esBAF inh	S100A4 MyoIIA	Statin myotox sup	SIRT5 inh
> O=C(NCC1CCCCC1)c1cccc(S(=O)(=O)N2CCCC2)c1
→ 4	18	2	8	5	-3	2
> O=C(CC(F)(F)F)N1C[C@H]2[C@@H](c3ccccc31)[C@@H](CO)N2C(=O)C1CCCCC1
→ 2	4	-3	-1	6	-3	-1
> Cc1cc(N2C(=O)C(=O)/C(=C(/O)c3ccc(F)cc3)C2c2ccc(Cl)cc2)no1 (stereo not drawn)
→ .	.	-1	-12	.	8	.
> CC(C)(C)OC(=O)NCCCCc1cn(CC(=O)N2CCN(C(=O)OC(C)(C)C)CC2)nn1
→ 1	4	3	10	-1	-5	-2
> CCOC(=O)c1c(NC(=O)COC(=O)c2nc(Cl)ccc2Cl)sc(C(=O)N(C)C)c1C
→ 3	10	5	8	23	-5	-6
> CC(C(=O)Nc1ccc2c(c1)OCCO2)N(c1ccccc1)S(C)(=O)=O (stereo not drawn)
→ -2	-13	3	-12	-1	-1	1
> COc1cccc(C(=O)Nc2ccc3c(c2)OC[C@@H](C)N(C(=O)C2CC2)C[C@@H](C)[C@H](OC)CN(C)C3=O)c1
→ 2	5	-11	-1	-15	1	2
> Cc1ccc(S(=O)(=O)N(C)C[C@H]2Oc3ccc(NC(=O)c4ccncc4)cc3CC(=O)N([C@@H](C)CO)C[C@H]2C)cc1
→ 0	-14	.	5	-6	3	2
> CC(C)CN1CCC(=O)N(CCSc2ccccc2)CC1
→ -4	-29	0	7	-1	-2	.
> CNC(C)C#Cc1c(-c2cc(OC)c(OC)c(OC)c2)noc1C (stereo not drawn)
→ 2	-6	10	-2	-2	-2	-3
> CN(C)C1=NCCN1CCCC1CCCC1
→ .	-13	2	0	-4	-7	.
> COC(=O)c1cc2c(c3c4cc(OC)ccc4n(S(=O)(=O)c4cccc(C)c4)c13)C(=O)N(Cc1ccc(C(F)(F)F)cc1)C2
→ -3	4	3	.	-14	.	.
> O=C(N/N=C/c1ccco1)c1ccc(C(=O)N/N=C/c2ccco2)o1
→ 4	-5	-1	.	-10	.	6
> CC1CCN(c2ccccc2NC(=O)c2cc3ccccc3o2)CC1
→ -2	11	-7	-3	2	-9	5
> N#CCN(C(=O)COC(=O)CCCNC(=O)c1ccc(Cl)cc1)c1ccccc1
→ 0	14	5	-3	-2	2	-1

# Part of the list above, showing only esBAF inh, Casp6 inh and SIRT5 inh.
Structure	esBAF inh	Casp6 inh	SIRT5 inh
CC(C)CN1CCC(=O)N(CCSc2ccccc2)CC1	7	-4	.
COc1cccc(C(=O)Nc2ccc3c(c2)OC[C@@H](C)N(C(=O)C2CC2)C[C@@H](C)[C@H](OC)CN(C)C3=O)c1	-1	2	2
Cc1cc(N2C(=O)C(=O)/C(=C(/O)c3ccc(F)cc3)C2c2ccc(Cl)cc2)no1 (stereo not drawn)	-12	.	.

# Other entries:
# Each structure is followed by: Casp6 inh	LGR2 antag	FN deposition inh	esBAF inh	S100A4 MyoIIA	Statin myotox sup	SIRT5 inh
> COC(=O)c1ccc(C2c3c(oc4ccc(Cl)cc4c3=O)C(=O)N2CCN2CCOCC2)cc1 (stereo not drawn)
→ 0	1	-3	-5	3	-119	-3
> O=C(C[C@@H]1CC[C@@H]2[C@H](COC[C@@H](O)CN2C(=O)c2ccccc2F)O1)NCc1ccc(Cl)c(Cl)c1
→ 0	15	9	7	-28	-23	1
> O=C(C[C@H]1C[C@@H]2c3cc(NC(=O)Nc4ccccc4)ccc3O[C@@H]2[C@@H](CO)O1)NCC1CC1
→ 4	.	-1&5	2	-1	-3	-2
> C[C@H]1CCCCO[C@@H](CN(C)C(=O)CCCN(C)C)[C@@H](C)CN([C@@H](C)CO)C(=O)c2cc(NS(=O)(=O)c3ccc(Cl)cc3)ccc2O1
→ -1	-29	-13	6	-7	.	-8
> O=C(/C=C/c1ccc(S(=O)(=O)N2CCOCC2)cc1)N1CCCCC1
→ 2	-9	-1	19	-1	-4	1
> O=C(NCc1n[nH]c(=S)n1-c1ccc([N+](=O)[O-])cc1)c1ccc(S(=O)(=O)N2CCOCC2)cc1
→ 3	8	.	.	-3	.	-1
> O=C(CC(C(=O)O)c1ccc(Cl)cc1)c1ccc(Cl)c(Cl)c1 (stereo not drawn)
→ 3	-2	2	-4	-1	2	-3
> O=C(Nc1ccc2c(c1)OCCO2)C(c1ccncc1)n1c(=O)c(-c2ccco2)nc2ccccc21 (stereo not drawn)
→ 2	-43	0	.	4	.	.
> COc1ccc(S(=O)(=O)Nc2ccc3c(c2)C(=O)N([C@H](C)CO)C[C@@H](C)[C@H](CN(C)S(=O)(=O)c2ccc(F)cc2)OCCCC[C@@H](C)O3)cc1
→ -1	9	.	9	-7	?	11
> COc1cc(NCCCNC(C)C)c2nccc(C)c2c1
→ 88*	-5	-6	2	13	-1	-2
> C=C(C)Cn1c2ccc(NC(=O)NCCc3cccs3)cc2c(=O)n1C
→ 16	-9	-2	8	1	-12	-34
> CCCCCCCCn1c2c(c(=N)c3ccccc31)CCC2
→ 34	?	-7	.	-2	.	1
> O=C1NC2(CCCCCCC2)C(=O)N1Cc1ccc(F)cc1
→ -3	-1	3	-11	-6	-6	-2
> CCC(=O)N(C)C[C@H]1Oc2cc(C#CC3CC3)ccc2S(=O)(=O)N([C@H](C)CO)C[C@@H]1C
→ 2	5	.	-6	-6	34	0
> CCOc1ccc(N(CC(=O)NCCSCc2ccco2)S(=O)(=O)c2ccc(F)cc2)cc1
→ 4	-4	.	-1	0	9	-2

# Next compounds follow:
# Each structure is followed by: Casp6 inh	LGR2 antag	FN deposition inh	esBAF inh	S100A4 MyoIIA	Statin myotox sup	SIRT5 inh
> Cc1cccc(NC(=S)NCCc2ccc(S(N)(=O)=O)cc2)c1C
→ -1	-2	-5	.	-2	.	-4
> C[C@H]1CN([C@@H](C)CO)C(=O)Cc2cc(NC(=O)Cn3cnnn3)ccc2O[C@@H]1CN(C)C(=O)Nc1ccc(C(F)(F)F)cc1
→ -1	-3	-2	2	2	6	2
> CCOC(=O)Cc1csc(NC(=O)c2ccc(S(=O)(=O)N3CCCC3)cc2)n1
→ -7	16	3	7	-2	-19	2
> COc1ccc(N(Cc2cc(=O)[nH]c3ccccc23)C(C)=O)cc1
→ 0	6	-1	.	-2	.	-3
> Cc1ccc(C(C)C)c(OCC(=O)OCc2c(C)noc2C)c1
→ 2	-17	-10	-1	-4	1	0
> C=CCNC(=O)c1ccccc1NC(=O)C1COc2ccccc2O1 (stereo not drawn)
→ -1	-9	4	4	-3	3	.
> Cc1ccc(C(=O)N2CCN(S(=O)(=O)c3ccc(C)c([N+](=O)[O-])c3)C2)cc1
→ 3	25	10	-3	4	3	0
> Cc1ccc(Nc2nc(-c3c(C)n(C)n(-c4ccccc4)c3=O)c(C)s2)cc1
→ .	.	5	7	.	-21	.
> Cc1ccc(S(=O)(=O)N[C@H]2CC[C@H](CC(=O)NCc3ccccc3F)O[C@H]2CO)cc1
→ -6	15	.	-5	10	-3	1
> O=C(NC1CCCCCCC1)c1cccs1
→ 1	-40	2	26	-3	12	-9
> COc1ccc(NC(=O)N(C)C[C@@H]2Oc3ccc(NC(=O)Cc4ccccc4)cc3CC(=O)N([C@@H](C)CO)C[C@@H]2C)cc1
→ 3	-23	.	29	-8	10	-7
> CC(C)(CO)CN1CCC(n2nccc2NC(=O)C2CCOC2)CC1 (stereo not drawn)
→ -3	11	.	.	3	.	2
> CCOC(=O)c1[nH]c2ccc(Br)cc2c1NC(=O)CCN1CCC(C)CC1
→ .	.	-7	14	.	-2	.
> COc1cc2nc(Cl)nc(N3CCCCC3)c2cc1OC
→ .	-1	4	.	2	.	-3

# Of the compounds above, these have two or more sulfur atoms.
# Each structure is followed by: Casp6 inh	LGR2 antag	FN deposition inh	esBAF inh	S100A4 MyoIIA	Statin myotox sup	SIRT5 inh
> O=C1NC(=S)SC1=Cc1ccc2c(c1)OCO2
→ -2	-35	13	.	1	-6	-1
> Cn1c(Cc2ccccc2)nnc1SCC(=O)Nc1cccc(S(=O)(=O)NC2=NCCCCC2)c1
→ 3	-26	3	-8	1	7	12
> O=C(COc1ccc(Cl)cc1Cl)Nc1ccccc1NS(=O)(=O)c1cccs1
→ 0	-31	1	32	-1	-3	0
> O=C(NCc1n[nH]c(=S)n1-c1ccc([N+](=O)[O-])cc1)c1ccc(S(=O)(=O)N2CCOCC2)cc1
→ 3	8	.	.	-3	.	-1
> COc1ccc(S(=O)(=O)Nc2ccc3c(c2)C(=O)N([C@H](C)CO)C[C@@H](C)[C@H](CN(C)S(=O)(=O)c2ccc(F)cc2)OCCCC[C@@H](C)O3)cc1
→ -1	9	.	9	-7	?	11
> CCOc1ccc(N(CC(=O)NCCSCc2ccco2)S(=O)(=O)c2ccc(F)cc2)cc1
→ 4	-4	.	-1	0	9	-2
> Cc1cccc(NC(=S)NCCc2ccc(S(N)(=O)=O)cc2)c1C
→ -1	-2	-5	.	-2	.	-4
> CCOC(=O)Cc1csc(NC(=O)c2ccc(S(=O)(=O)N3CCCC3)cc2)n1
→ -7	16	3	7	-2	-19	2

# The list is partial; count on the stated rates, not on these rows.
